SIAE primary = blocks human sialic acid acetylesterase. Q9HAT2. SIAE FP-Rh probe binding, fluorescence polarization. inhibition, % at 9.66 µM. actives 0.69% (n = 370,000);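 active = inhibition above a cutoff: mean of compounds within the control limits plus 3 SD of those, cut at about 17% in these data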;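 also: 0% = plate median of compound wells and 100% = probe without SIAE protein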
Target sequence (Q9HAT2 whole entry, looked up): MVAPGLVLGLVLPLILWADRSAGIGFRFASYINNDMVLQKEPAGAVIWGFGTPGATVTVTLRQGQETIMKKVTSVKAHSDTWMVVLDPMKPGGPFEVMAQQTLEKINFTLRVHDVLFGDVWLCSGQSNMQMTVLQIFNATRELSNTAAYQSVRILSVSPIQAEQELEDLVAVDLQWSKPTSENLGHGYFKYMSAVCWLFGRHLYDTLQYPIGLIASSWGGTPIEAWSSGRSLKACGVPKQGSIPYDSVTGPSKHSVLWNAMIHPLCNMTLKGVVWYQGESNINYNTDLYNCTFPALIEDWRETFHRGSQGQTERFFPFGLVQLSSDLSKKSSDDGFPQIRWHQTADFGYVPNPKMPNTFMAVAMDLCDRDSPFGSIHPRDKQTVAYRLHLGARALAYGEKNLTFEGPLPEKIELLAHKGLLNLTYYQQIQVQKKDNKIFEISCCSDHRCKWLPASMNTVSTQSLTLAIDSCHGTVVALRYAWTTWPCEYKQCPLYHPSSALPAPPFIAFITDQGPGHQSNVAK
TDP2 inh = TDP2 (human) inhibition, absorbance primary screen; recombinant TDP2, T5PNP hydrolysis, p-nitrophenol absorbance 415 nm; inhibition, % at 12.8 µM; O95551; actives 0.34% (n = 370,000);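 active = inhibition above the mean of all tested compounds plus 3 SD, set per campaign, cut at about 25% in these data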;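 also: 0% = DMSO with enzyme and 100% = buffer with substrate but no TDP2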
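Material: recombinant human TDP2; quantity: TDP2 enzyme at 120 nM final; medium: Tris-HCl pH 7.5 with MgCl2; compound: single concentration, 12.8 µM nominal, with 1% DMSO; incubation: 2 h enzyme incubation at 37 °C; signal: epi absorbance; measure: percent inhibition; benchmarks: high control without enzyme, low control DMSO plus TDP2; repeats: singlicate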
GC-B act = GC-B (human) receptor activation; P20594; HEK293-GC-B cells, CNP EC30, cGMP TR-FRET; 0% at EC30 CNP, 100% saturating CNP; activation, % at 10 µM; actives 0.11% (n = 370,000);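 active = activation at 10 µM reaching about 35% in either raw or pattern-adjusted values, limit read from the data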
MBD2 inh = blocks human MBD2 binding to methylated DNA; TR-FRET, MBD2 binding to methylated oligonucleotide; AID 686964; inhibition, % at 4.4 µM; actives 0.31% (n = 370,000); in the data active = inhibition above about 13%
ABHD4 inh = inhibitors of mouse ABHD4; actives 0.54% (n = 370,000); inhibition, % at 8.92 µM; purified mABHD4, FP-Rh probe fluorescence polarization; Q8VD66;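 active = inhibition exceeding the mean over every tested compound plus 3 SD, cut at about 30% in these data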;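 also: 0% = plate median of compound wells and 100% = S159A mutant with DMSO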
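Test system: mABHD4 protein | Buffer or medium: HEPES pH 7.0 buffer, 150 mM NaCl, 0.01% Pluronic F-127 | Probe or stimulus: FP-Rh fluorescent activity-based probe, added after compound pre-incubation | Timing: Pre-incubation 45 min, probe exposure 60 min, at 25 °C | Technique: Fluorescence polarization, excitation 525 nm, emission 598 nm, BODIPY TMR filters | Repeats: Single well per compound (singlicate)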
TCR CD3 inh = inhibitors of human TCR-CD3 interaction; TAMRA-labeled TCR probe fluorescence, biochemical; inhibition, % at 9.4 µM; actives 0.37% (n = 360,000); in the data active = inhibition above about 19%;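 also: recombinant mutant TCR 2C K166C tagged with TAMRA read by polarization; 0% = receptor in buffer alone and 100% = receptor with positive control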
PRMT1 FP inh = blocks human protein arginine methyltransferase 1 | actives 1.3% (n = 370,000) | inhibition, % at 2.79 µM | AID 652257 | recombinant PRMT1, activity-based probe fluorescence polarization;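 active = inhibition above about 21% made by adding two undisclosed values, limit read from the data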
Target sequence (Q99873 whole entry, looked up): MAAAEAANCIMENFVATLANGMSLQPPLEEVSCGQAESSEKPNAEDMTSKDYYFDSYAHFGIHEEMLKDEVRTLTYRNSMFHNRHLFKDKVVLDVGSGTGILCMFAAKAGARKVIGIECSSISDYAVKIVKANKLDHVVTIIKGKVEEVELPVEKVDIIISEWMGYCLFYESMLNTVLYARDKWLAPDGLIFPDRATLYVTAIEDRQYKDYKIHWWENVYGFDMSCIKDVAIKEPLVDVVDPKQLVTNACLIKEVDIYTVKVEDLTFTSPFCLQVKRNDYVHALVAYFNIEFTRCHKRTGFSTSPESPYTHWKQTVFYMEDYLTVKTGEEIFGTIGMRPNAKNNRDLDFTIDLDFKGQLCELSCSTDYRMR
HTRA1 inh = blocks human HTRA1 serine peptidase; Q92743; actives 0.5% (n = 340,000); recombinant HTRA1, FP-rhodamine activity-based probe, fluorescence polarization; inhibition, % at 5.96 µM; AID 504803; in the data active = inhibition above about 36%;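 also: 0% = enzyme with DMSO and 100% = wells lacking enzyme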
rCAG RNA binder = binds r(CAG) RNA repeats; inhibition, % at 3 µM; actives 1.3% (n = 370,000); r(CAG) RNA repeat, TO-PRO-1 dye displacement fluorescence;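 active = inhibition above the plate cutoff, the mean of all test compounds on that plate plus 3 SD, cut at about 35% in these data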;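 also: 0% = DMSO alone and 100% = 100 µM mitoxantrone as full dye displacement; higher means more dye released from RNA so lower well fluorescence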
LEDGF integ inh = blocks HIV-1 LEDGF/p75-dependent DNA integration. TR-FRET IN-LEDGF/p75 DNA integration, Eu/Cy5. inhibition, % at 3.7 µM. actives 0.64% (n = 370,000);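 active = inhibition above the screen-wide mean plus 3 SD, cut at about 13% in these data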;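 also: signal is the Cy5 over europium emission ratio at 671 and 618 nm; 0% = plate median of compound wells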
* hit, by the source's call; · = no result given. A portion of the library, so the mix of outcomes need not match the whole.

(1) COc1cc(OC)cc(C(=O)N2CCC(C(=O)NCCc3ccccc3)CC2)c1
(2) O=C(Nc1ccccc1Cl)N1CCN(Cc2ccc3c(c2)OCO3)CC1
(3) Cc1onc(-c2ccccc2)c1C(=O)N(C)CC(=O)Nc1ccc(F)c(F)c1F
(4) FC(F)(F)c1ccccc1CN1CCN(C2CCCCCC2)CC1
(5) CC1CN(C(=S)Nc2ccc(F)cc2F)CC(C)O1 (centres undefined)
(6) C=CCN1C(=O)c2ccc(C(=O)NCCOc3ccccc3F)cc2C1=O
(7) CN(CC(=O)Nc1cccc(F)c1)CC(=O)NC(c1ccccc1)c1ccccc1
(8) O=C(COc1ccc(Cl)cc1)NCCNc1ccc([N+](=O)[O-])cc1

Compound	1	2	3	4	5	6	7	8
SIAE primary	2	3	7	7	-1	0	8	5
TDP2 inh	-6	10	-6	6	5	-5	1	2
GC-B act	1	1	1	4	3	-3	-7	-8
MBD2 inh	1	-1	4	-1	-1	4	-2	-8
ABHD4 inh	4	3	-1	8	2	2	0	4
TCR CD3 inh	0	7	-4	9	0	-4	3	3
PRMT1 FP inh	2	-5	1	-2	-1	2	-3	-4
HTRA1 inh	6	-5	3	2	0	1	-21	-16
rCAG RNA binder	-6	-7	-1	-5	1	-4	1	3
LEDGF integ inh	1	0	2	1	2	-2	2	3

Reprinted at random: three compounds from above
(4) FC(F)(F)c1ccccc1CN1CCN(C2CCCCCC2)CC1
(6) C=CCN1C(=O)c2ccc(C(=O)NCCOc3ccccc3F)cc2C1=O
(3) Cc1onc(-c2ccccc2)c1C(=O)N(C)CC(=O)Nc1ccc(F)c(F)c1F

Compound	4	6	3
SIAE primary	7	0	7
TDP2 inh	6	-5	-6
GC-B act	4	-3	1
MBD2 inh	-1	4	4
ABHD4 inh	8	2	-1
TCR CD3 inh	9	-4	-4
PRMT1 FP inh	-2	2	1
HTRA1 inh	2	1	3
rCAG RNA binder	-5	-4	-1
LEDGF integ inh	1	-2	2

(more compounds)
(9) Cc1cccc(C2=NN(c3ccccc3)[C@@H](C(=O)N3CCOC3=O)[C@@H]2C)c1
(10) CCOc1ccc(/C(O)=C2\C(=O)C(=O)N(c3ccccn3)C2c2ccccc2F)c(C)c1 (centres undefined)
(11) Cc1c(NC(=O)Nc2ccccc2[N+](=O)[O-])c(=O)n(-c2ccccc2)n1C
(12) O=C(NCCN1CCOCC1)c1cc([N+](=O)[O-])ccc1Cl
(13) COCCn1c(C(C)C)nc2oc3ccccc3c(=O)c2c1=O
(14) CN(Cc1nc(-c2cccc(Cl)c2)no1)C1CCOCC1
(15) CCC(=O)OCn1nnc2ccccc2c1=O
(16) Clc1nc(CN2CCCCC2)nc2sc3c(c12)CCCC3

Compound	9	10	11	12	13	14	15	16
SIAE primary	3	-1	3	-2	2	-4	1	-5
TDP2 inh	3	0	6	-4	2	-6	-14	5
GC-B act	3	-4	6	-1	-2	3	2	0
MBD2 inh	1	0	-2	3	2	2	-6	-3
ABHD4 inh	1	11	-5	3	-2	1	1	5
TCR CD3 inh	-2	4	7	1	7	-5	-1	-4
PRMT1 FP inh	3	-3	0	4	0	5	-2	4
HTRA1 inh	13	6	3	0	-1	0	0	-3
rCAG RNA binder	3	9	-3	3	-5	-8	-5	-3
LEDGF integ inh	-4	0	-1	-8	2	-3	-2	1

(17) COc1ccc(C)cc1NC(=O)CNC(C)C(=O)Nc1ccc(C(C)=O)cc1 (centres undefined)
(18) CN1CCCC(C)(C(=O)Nc2ccc(-n3cccc3)cc2)C1 (centres undefined)
(19) Cc1ccc(C(=O)NCC(c2ccco2)N2CCc3ccccc3C2)cc1C (centres undefined)
(20) O=C1CC(c2ccco2)CC(O)=C1C=NCCN1CCN(C(=O)Nc2ccc(Cl)cc2)CC1 (centres undefined)
(21) Clc1nnc(Cl)c2c1ncn2Cc1ccccc1
(22) CSCCC(NC(=O)c1ccc(Cl)cc1Cl)C(=O)N1CCN(C(=O)c2ccccc2)CC1 (centres undefined)
(23) COc1ccccc1NC(=O)CC(=O)CSc1nnc(-c2ccc(C)cc2)n1-c1ccccc1
(24) Cc1ccc2[nH]c(=O)c(CN(CCCN(C)C)C(=S)NCCc3ccccc3)cc2c1

Compound	17	18	19	20	21	22	23	24
SIAE primary	0	0	2	0	0	1	5	3
TDP2 inh	-10	-7	4	-13	-20	-5	11	7
GC-B act	-9	-1	3	0	-3	-3	-2	-5
MBD2 inh	2	-1	0	8	-4	2	-1	-4
ABHD4 inh	-9	0	-6	-5	-5	-4	2	-6
TCR CD3 inh	3	0	7	4	-6	-3	5	2
PRMT1 FP inh	-3	-2	0	2	5	3	2	-4
HTRA1 inh	-4	·	-17	8	-1	4	-41	-2
rCAG RNA binder	-3	3	-4	-6	1	5	10	-1
LEDGF integ inh	4	2	3	-4	3	-4	2	0

(25) Oc1cccc(Nc2c3ccccc3nc3ccccc23)c1
(26) C[C@H](CO)N1C[C@H](C)[C@@H](CN(C)CC2CCCCC2)Oc2c(NC(=O)Cc3ccccc3)cccc2C1=O
(27) CCc1nnc(SCC(=O)Nc2nccs2)n1CC
(28) O=C(Nc1ccccc1C(=O)Nc1ccncc1)c1ccccc1
(29) CC(=O)Nc1ccc(S(=O)(=O)NC2CC(=O)N(c3ccc4c(c3)OCCO4)C2)cc1 (centres undefined)
(30) CC(C)(C)S(=O)N1Cc2cc(C(=O)NCC(F)(F)F)nc(-c3cccc(-c4cccc(F)c4)c3)c2[C@@H]1CCO (some centres undefined)
(31) O=C(O)c1cccc(NC(=S)N/N=C/c2cccc(O)c2)c1
(32) COc1ccc(C(=O)NCCCc2ccccc2)cc1OC

Compound	25	26	27	28	29	30	31	32
SIAE primary	4	-5	-6	-6	2	-14	2	1
TDP2 inh	7	-3	9	1	-1	-9	12	16
GC-B act	-10	-1	1	-5	-2	3	-4	-4
MBD2 inh	-5	0	-5	0	1	-4	2	-1
ABHD4 inh	10	0	-6	6	2	-19	-6	2
TCR CD3 inh	4	-3	3	6	0	-6	5	0
PRMT1 FP inh	7	0	-4	-1	-2	-1	2	-1
HTRA1 inh	10	-43	7	-5	1	·	0	1
rCAG RNA binder	9	4	-2	4	0	7	4	-6
LEDGF integ inh	-7	-1	2	5	-2	6	0	3

Just GC-B act, for some of the entries so far:
| cpd | Compound | GC-B act |
| --- | --- | --- |
| 32 | COc1ccc(C(=O)NCCCc2ccccc2)cc1OC | -4 |
| 26 | C[C@H](CO)N1C[C@H](C)[C@@H](CN(C)CC2CCCCC2)Oc2c(NC(=O)Cc3ccccc3)cccc2C1=O | -1 |
| 30 | CC(C)(C)S(=O)N1Cc2cc(C(=O)NCC(F)(F)F)nc(-c3cccc(-c4cccc(F)c4)c3)c2[C@@H]1CCO (some centres undefined) | 3 |

(more compounds)
(33) CC[n+]1c(/C=C(\C)OC)sc2ccccc21
(34) COc1ccc(-n2c(SCC(=O)Nc3sc4c(c3C#N)CCCC4)nnc2-c2ccccc2OC)cc1
(35) O=C1CC(c2ccc(Cl)cc2)n2nc(N3C(=O)CCC3=O)nc2N1 (centres undefined)
(36) Cc1ccc(-c2cc(-c3ccccc3)nc(N)c2C#N)o1
(37) CC(C1CC1)N(C(=O)c1ccccc1O)c1ccccc1 (centres undefined)
(38) Cc1ccc(CNC(=O)C2CCC(=O)N2Cc2ccccc2Cl)cc1 (centres undefined)
(39) O=C(OCc1nnc(-c2ccccc2)o1)c1ccc2c(c1)OCCO2
(40) CCn1c(=NC(=O)c2cccc(N3C(=O)CCC3=O)c2)sc2c(C)ccc(OC)c21

Compound	33	34	35	36	37	38	39	40
SIAE primary	3	-12	2	5	-4	-6	-4	-41
TDP2 inh	-5	-1	-7	-8	16	11	-6	-1
GC-B act	3	-11	0	-5	0	2	-6	9
MBD2 inh	-1	2	1	1	-3	5	-1	0
ABHD4 inh	1	-14	7	-2	4	-3	-1	-3
TCR CD3 inh	-4	3	-4	-9	5	1	1	-8
PRMT1 FP inh	23*	-2	3	16	-1	-1	-1	4
HTRA1 inh	8	-45	2	-23	-6	-5	-1	-15
rCAG RNA binder	1	11	-1	16	-1	0	-1	3
LEDGF integ inh	-1	1	-2	-5	-1	2	1	-2

(41) Cc1cc(C)cc(C(=O)NCC(=O)OCN2C(=O)c3ccccc3C2=O)c1
(42) Cc1cccc(NC(=O)CCN2C(=O)C3C4C=CC(C4)C3C2=O)n1 (centres undefined)
(43) CC1COC(=C2C(=O)OCC2C)C1 (centres undefined)
(44) CCN(CCn1cccn1)C(=O)c1cc(COc2ccc(F)c(F)c2)on1
(45) CC1CCC(NC(=O)COC(=O)CSc2ccc(C(N)=O)cc2[N+](=O)[O-])CC1 (centres undefined)
(46) COc1ccc2c(=O)c3ccccc3oc2c1
(47) COc1ccc(/C=C2\SC(=S)N(CCCC(=O)Nc3cccc(C(=O)O)c3)C2=O)cc1OC

Compound	41	42	43	44	45	46	47
SIAE primary	2	1	3	-3	3	9	-16
TDP2 inh	3	6	2	-14	8	9	-14
GC-B act	-4	2	5	-2	0	-5	-2
MBD2 inh	2	3	-10	1	-3	-2	0
ABHD4 inh	1	-6	-42	3	4	2	-29
TCR CD3 inh	-1	3	6	1	3	12	5
PRMT1 FP inh	7	-1	-4	-1	14	-3	0
HTRA1 inh	3	12	0	3	-2	-3	-6
rCAG RNA binder	1	-5	5	-5	4	3	23
LEDGF integ inh	-8	4	4	-1	1	-2	2
